# M1 PAM = positive allosteric modulators of human M1 muscarinic receptor. P11229. CHO-K1 hM1, Fluo-8 calcium fluorescence, ACh EC20; 0% = ACh EC20, 100% = maximal ACh. activation, % at 3 µM. 360,000 tested, 0.088% active; in the data active means activation above about 19%, passing the limit was not always enough
# Target sequence (P11229 whole entry, looked up): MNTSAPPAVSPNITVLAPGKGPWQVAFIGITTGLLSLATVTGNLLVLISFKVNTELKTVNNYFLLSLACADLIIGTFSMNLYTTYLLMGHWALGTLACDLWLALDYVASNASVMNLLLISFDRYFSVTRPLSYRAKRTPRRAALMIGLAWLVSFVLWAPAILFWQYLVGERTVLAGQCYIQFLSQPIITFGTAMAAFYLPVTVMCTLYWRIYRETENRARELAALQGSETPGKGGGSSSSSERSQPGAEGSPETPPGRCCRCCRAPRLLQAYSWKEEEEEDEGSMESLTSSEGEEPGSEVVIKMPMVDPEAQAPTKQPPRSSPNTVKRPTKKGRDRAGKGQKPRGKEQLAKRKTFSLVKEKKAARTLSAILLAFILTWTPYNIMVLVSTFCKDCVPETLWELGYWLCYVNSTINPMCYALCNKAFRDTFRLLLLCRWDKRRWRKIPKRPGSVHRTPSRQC
# M1 antag = human CHRM1 antagonism; AID 588852; P11229; inhibition, % at 3 µM; 360,000 tested, 1.3% active; CHO-K1 hM1, Fluo-8 calcium fluorescence, ACh EC80 antagonist;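 active means percent inhibition above its own plate's cutoff, namely the mean of that plate's compound wells plus 3 SD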;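 further: peak over basal fluorescence ratio during 140 s after agonist addition; 0% = ACh EC80 plus DMSO and 100% = DMSO alone without agonist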
# CHO-K1 Ca ag = M1 agonist counterscreen hit in parental CHO-K1 cells | Fluo-8 calcium fluorescence; scaled to maximal ATP response, vehicle zero | activation, % at 3 µM | 360,000 tested, 0.48% active | AID 602248; in the data active means activation above about 15%;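 further: untransfected CHO-K1 host cells lacking M1 receptor as counterscreen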
# OXTR potentiate = potentiators of human oxytocin receptor; activation, % at 3 µM; P30559; 320,000 tested, 0.061% active; AID 2445; CHO-OTR cells, Fluo-8 calcium fluorescence, potentiator mode; 0% = oxytocin EC15, 100% = EC100;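 active means activation above that plate's cutoff, the mean activation of tested compounds plus 3 SD, cut at about 6.6% in these data, passing the limit was not always enough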;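 further: 100% uses oxytocin at 75 nM as the full agonist control; some results filed as inactive read as strong as hits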
# Target sequence (P30559 whole entry, looked up): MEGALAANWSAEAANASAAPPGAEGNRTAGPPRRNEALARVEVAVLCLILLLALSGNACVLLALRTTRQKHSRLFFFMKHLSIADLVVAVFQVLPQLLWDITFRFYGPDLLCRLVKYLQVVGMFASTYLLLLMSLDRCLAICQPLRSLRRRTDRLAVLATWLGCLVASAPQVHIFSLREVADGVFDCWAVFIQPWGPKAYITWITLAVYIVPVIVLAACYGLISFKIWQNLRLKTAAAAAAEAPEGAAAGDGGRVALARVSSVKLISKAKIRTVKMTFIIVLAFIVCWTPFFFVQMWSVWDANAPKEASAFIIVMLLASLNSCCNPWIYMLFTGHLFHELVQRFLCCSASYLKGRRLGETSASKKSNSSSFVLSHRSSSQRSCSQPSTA
#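 test system = CHO-OTR cells, human receptor | compound = single-point 3.0 µM | schedule = 6 min compound pre-incubation at room temperature, 100 s kinetic read | signal = Fluo-8 no-wash calcium dye fluorescence, excitation 470-495 nm, emission 515-575 nm | repeats = single well per compound, singlicate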
# CHO-K1 Ca antag = counter-screen for M1 antagonists: effect in parental CHO-K1 cells; 360,000 tested, 0.6% active; ATP-induced calcium, Fluo-8 fluorescence; inhibition, % at 3 µM; AID 602250;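 active means inhibition above a per-plate cutoff, the plate's mean sample inhibition plus 3 SD, cut at about 24% in these data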;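 further: 0% = DMSO plus EC80 ATP and 100% = DMSO alone without ATP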
# CHRM4 antagonist = blocks acetylcholine activation of human M4 receptor; P08173; CHO-hM4 cells, ACh EC80, Fluo-8 calcium fluorescence; inhibition, % at 3 µM; 360,000 tested, 0.73% active;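 active means inhibition above its plate's cutoff, the mean inhibition of sample wells plus 3 SD, cut at about 27% in these data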;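 further: 0% = acetylcholine EC80 with DMSO and 100% = DMSO without agonist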
# CHO parental Ca = counter-screen: ATP calcium response change in parental CHO cells | AID 463079 | 330,000 tested, 0.63% active | parental CHO-K1, ATP-induced calcium, Fluo-8 fluorescence | inhibition, % at 5.6 µM;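 active means inhibition above that plate's mean sample inhibition plus 3 SD, cut at about 26% in these data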;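 further: 0% = ATP-challenged DMSO wells and 100% = DMSO wells without ATP; some compounds past the cut are filed as inactive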
#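 Material: Parental CHO cells | Reagent: ATP | Compound dosing: Single nominal dose of 5.6 µM per compound | Detection: Intracellular calcium via Fluo-8 no-wash fluorescent dye | Read-out: % inhibition of ATP-induced calcium mobilization | Benchmarks: Low control ATP plus DMSO, high control DMSO only | Replicates: Singlicate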
# M1 ag = activates human CHRM1 receptor; P11229; CHO-K1 hM1, Fluo-8 calcium fluorescence, agonist mode; 0% DMSO, 100% acetylcholine EC100; activation, % at 3 µM; 360,000 tested, 0.33% active; AID 588814;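 active means activation above the run's mean compound activation plus 3 SD, cut at about 16% in these data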;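 further: peak over basal fluorescence ratio within a 140 s kinetic read after compound addition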
# M4 ag = agonists of human muscarinic M4 receptor (CHRM4). P08173. CHO-K1 hM4/Gqi5, Fluo-8 calcium fluorescence; vehicle 0%, full acetylcholine response 100%. activation, % at 3 µM. 360,000 tested, 0.14% active;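 active means activation above the run mean over all test wells plus 3 SD, cut at about 32% in these data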;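 further: peak over basal fluorescence ratio per well then scaled between controls; 0% = DMSO wells and 100% = acetylcholine at EC100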
# The depositor's hits bear a star; nt = no result given.
SMILES,M1 PAM,M1 antag,CHO-K1 Ca ag,OXTR potentiate,CHO-K1 Ca antag,CHRM4 antagonist,CHO parental Ca,M1 ag,M4 ag
CCOc1ccccc1Nc1nnc(SCc2ccc(C(=O)OC)o2)s1,2,1,0.4,2,4,-2,-15,-6,0
C=C(C)CNC(=O)CCc1nnc(C2(c3ccc(Cl)cc3)CCC2)o1,3,-5,0.5,-17,-10,-1,-7,-9,0
O=C(Nc1cccc(C(F)(F)F)c1)c1cc(-c2cccs2)on1,-14,11,0.9,-2,-5,-1,-14,-7,-1
Cc1cccc(C)c1NC(=O)c1cc(S(=O)(=O)N2CCc3ccccc32)cn1C,-4,-1,0.8,-2,2,0,-4,-5,2
CCc1ccccc1NC1=CC(=O)CC(C)(C)C1,3,0,1.2,-6,-2,6,3,-5,1
O=C(O)CCC(=O)Nc1ccc(Br)c(Cl)c1,8,2,0.2,-9,-8,-7,9,-3,1
O=C(NC1CCN(S(=O)(=O)c2ccccc2)CC1)C1CCCCC1,2,-16,7.3,-6,-8,-3,-4,-5,1
Cc1csc(NC(=O)CSCC(=O)O)c1-c1nc2ccccc2s1,10,-14,0.5,4,-9,-6,-8,-5,0
COc1cccc(NC(=O)CN(C)CC(=O)NCc2ccco2)c1,5,-7,0.7,5,-2,3,-7,-4,1
Cc1occc1-c1n[nH]c(=S)n1CC(C)C,8,-9,0.3,0,-3,-2,-4,-6,0
CC(=O)Nc1cccc(Oc2cc(C#N)c(C#N)cc2N2CCOCC2)c1,-1,-14,0.2,-8,9,0,-17,0,1
CCC(c1nc2ccccc2c(=O)n1-c1cccnc1)N1C(=O)c2ccccc2C1=O (stereo unspecified),-6,8,0.7,-3,-10,3,-17,-4,1
COc1ccccc1OCCCn1c(=O)oc2ccc(C)cc21,3,-5,1.0,-11,4,1,-7,-3,-1
CC(=O)c1cccc(N2Cc3ccccc3C2=NC(=O)CCl)c1,5,-4,0.6,-2,-10,-4,-9,-4,2
CN(C(=O)COC(=O)c1ccc[nH]c1=O)C1CCCCC1,10,-8,0.9,-15,2,-3,10,-6,1
COc1ccc(-c2oc3c(c2C(=O)OCCCO)C(OCCO)CCC3)cc1 (stereo unspecified),nt,nt,1.2,nt,-20,-5,nt,nt,3
CCN(Cc1ccccc1)C(=O)CCS(=O)(=O)c1cc2c(cc1Cl)NC(=O)CO2,5,-12,1.3,-7,-9,-8,-6,-3,4
COc1ccc(CCNC(=O)C2CC(c3c(Cl)cccc3Cl)=NO2)cc1 (stereo unspecified),-1,1,2.3,-12,-6,-3,-25,-4,8
Cc1ccc2c(c1)c1c(n2CC(O)CN2CCC(C)CC2)CCCC1 (stereo unspecified),2,1,0.7,0,-8,-1,-13,-4,6
CCOC(=O)C1=C(C)N(C)C(=S)NC1c1ccc(Cl)cc1Cl (stereo unspecified),-2,-3,-0.8,0,3,-15,-21,-14,-2
CCNc1nc(NC(C)CC)nc(ON=C(C)C)n1 (stereo unspecified),5,-4,0.3,-3,-18,-4,-5,3,1
CCOc1ccc2ccccc2c1C(=O)N1CCN(c2ccccc2)CC1,-1,4,0.9,3,-2,4,-16,-5,1
O=C(O)C1CCC(CNCc2ccncc2)CC1 (stereo unspecified),8,-16,0.3,-1,-20,0,-3,-5,0
N#CCCN(C(=O)Nc1ccc(Cl)c(Cl)c1)C1CCCCC1,-13,13,1.8,nt,5,7,nt,-6,6
COCCN1Cc2cccc(C(=O)Nc3ccc(S(=O)(=O)N4CCCCCC4)cc3)c2C1=O,6,-18,0.3,-12,-12,-7,-11,-2,1
CCOC(=O)C1CCCN(S(=O)(=O)c2ccc(Cl)nc2)C1 (stereo unspecified),5,-9,0.5,-6,-8,1,0,-6,0
COC(=O)c1ccccc1NC(=O)c1cc[n+](C)cc1,10,-9,0.4,-10,-13,4,1,-3,1
Cc1cccc(C(=O)Nc2nnc(COc3ccccc3)s2)c1,3,1,1.1,-10,-4,9,-15,3,1
COc1ccccc1-c1cncc(NC(C)=O)n1,15,-23,0.4,nt,-5,-10,nt,0,1
O=C(O)CN1C(=O)N/C(=C\c2cccn2-c2ccc(P(=O)(O)O)cc2)C1=O,-4,23,0.2,3,-16,14,1,-3,-1
COc1ccc(CN2C(=O)C(Cc3ccccc3)Nc3ncnc(N4CCN(c5ccccc5)CC4)c32)cc1 (stereo unspecified),10,-6,-0.4,-1,-9,5,-18,-7,-1
COc1ccc2nc(NC(=O)C3CCCN(S(=O)(=O)c4cccs4)C3)sc2c1 (stereo unspecified),-2,5,0.7,3,-8,10,-16,-4,2
COCCNC(=S)N1CCN(Cc2ccc3c(c2)OCO3)CC1,14,-30,-0.1,-6,14,2,-5,-4,1
CC(C)NC(=O)CN(Cc1ccc2c(c1)OCO2)C(=O)CCC(=O)Nc1ccccn1,0,-2,0.4,-1,-1,12,-16,0,1
N#CC(c1ccccc1)N(CCCCl)C(=O)c1ccccc1 (stereo unspecified),4,-7,0.3,-9,0,-4,-7,-12,0
Cc1noc(C)c1CSCC(=O)Nc1cc(S(=O)(=O)N2CCCCC2)ccc1OC(C)C,-2,-8,-0.4,-6,-1,-15,-15,-4,1
COC(=O)C(CC(=O)c1ccc(Br)cc1)n1cccn1 (stereo unspecified),14,-22,-0.1,-11,3,2,-2,-2,2
Cc1ccc(NC(=O)CSc2nc3[nH]ncc3c(=O)[nH]2)c(C)c1,7,-11,-0.3,0,-1,0,-6,0,0
CCc1nnc(NS(=O)(=O)c2ccc(Nc3ccc([N+](=O)[O-])c4nonc34)cc2)s1,5,2,0.5,-10,11,-1,-9,-6,1
C=CCOc1ccc(C2/C(=C(\O)c3ccc4c(c3)CC(C)O4)C(=O)C(=O)N2CCN2CCOCC2)cc1OCC (stereo unspecified),3,-4,0.5,-7,-4,-10,-25,-3,2
C/C(=N\NC(=O)c1ccn(C)n1)c1cccc(NC(=O)c2ccc(C)s2)c1,3,-15,0.3,-3,-8,-14,-3,-8,1
CCOc1cccc(OCCOc2ccc(C(=O)c3ccccc3)cc2)c1,2,-4,1.9,-9,0,-1,-26,-5,0
CCOc1ccc(-c2nc(S(=O)(=O)c3ccccc3)c(NCc3cccnc3)o2)cc1,6,-12,-0.8,-3,-8,-11,-35,-5,0
O=C(N/N=C/C=C\c1ccco1)c1cccnc1,2,0,-0.4,10,18,-9,-9,1,1
COc1ccc(S(=O)(=O)N2CCC(C(=O)N[C@H](C(=O)N3CCCCCC3)C(C)C)CC2)cc1,3,-11,-0.2,-5,-8,1,-14,-7,1
O=P(OC1CCCCC1)(OC1CCCCC1)C(O)c1c(Cl)cccc1Cl (stereo unspecified),-1,3,0.2,-5,9,-8,-9,-3,0
CC(NC(=O)c1cc(COc2ccc(-n3cncn3)cc2)on1)c1ccc(F)cc1 (stereo unspecified),6,-9,4.2,nt,-12,-6,nt,-5,4
CC(=O)NC(c1cccc([N+](=O)[O-])c1)c1ccc2cccnc2c1O (stereo unspecified),2,-23,0.3,nt,-2,7,nt,-9,0
Cc1nnc(NC(=O)C2CCN(c3cnccn3)CC2)s1,-6,-4,0.4,1,11,-5,-5,-6,0
NS(=O)(=O)c1ccc(N=Nc2c[nH]c(=O)c(O)c2)cc1,3,-7,3.7,-2,-16,9,3,0,2
CCCNC(=O)c1cc(C2CCCCN2C(=O)CCCc2ccccc2)on1 (stereo unspecified),-10,10,0.5,nt,25*,1,nt,-6,3
NC(=S)NN=C1c2ccccc2-c2c(F)c(F)c(F)c(F)c21,3,-15,-0.6,nt,-11,-13,nt,-2,-1
CCN1CCN(C(=O)Nc2ccc(OC)cc2OC)CC1,11,-6,0.3,-6,0,12,-1,-5,0
CSc1ccccc1NC(=O)N1CCCC(C(=O)c2ccc3c(c2)OCO3)C1 (stereo unspecified),2,3,3.7,-13,-7,3,-15,-6,0
C/C(=N/NC(=O)c1ccc(C)s1)c1ccncc1,7,-13,0.0,nt,-5,-3,nt,-3,0
O=C(O)Cc1coc(-c2ccc(F)cc2)n1,-7,8,-0.2,-12,8,6,-6,-1,0
COC(=O)[C@@H](Cc1c[nH]c2ccccc12)NC(=O)CNC(=O)c1ccccc1OC,5,-5,5.5,0,-17,-8,-3,-2,4
COc1cccc(NC(=O)C(NC2CCCC2)c2ccccc2)c1 (stereo unspecified),-19,28,1.1,5,-2,11,-13,-4,1
CC(C)NC(NC(=O)Cc1ccccc1)C(Cl)(Cl)Cl (stereo unspecified),9,-12,-0.2,-7,-5,-10,-20,-2,0
COc1ccc(-n2c(=O)[nH]cc(C(=O)Nc3ccc4c(c3)OCCO4)c2=O)cc1,5,-8,0.6,-9,19,12,-8,0,0
# Going on with the list.
SMILES,M1 PAM,M1 antag,CHO-K1 Ca ag,OXTR potentiate,CHO-K1 Ca antag,CHRM4 antagonist,CHO parental Ca,M1 ag,M4 ag
O=C(CSc1cccc[n+]1[O-])NCCCc1ccccc1,4,-6,0.1,-11,-11,2,-17,-2,1
CC(C)(C)c1ccc(/C=C/C(=O)NC2=NCCS2)cc1,-2,-5,0.6,-9,-7,-14,-16,-5,1
Cc1ccc(NC(=S)N2CCC(O)CC2)c(C)c1,1,-3,-0.2,2,15,-16,-2,-3,0
Cc1ccc(C)c(OCc2nnc(SCC(=O)NCc3ccc4c(c3)OCO4)o2)c1,5,-6,6.5,-9,-11,-11,-17,-4,11
CCCC1(c2ccccc2)NC(=O)N(CC(=O)c2[nH]c(C)c(C(=O)OCC)c2C)C1=O (stereo unspecified),-6,10,3.5,-16,-2,7,-13,11,12
O=C(NCCCn1ccnc1)C1CC(c2cccc(Br)c2)=NO1 (stereo unspecified),5,-3,2.6,-4,-16,-3,-11,-8,2
Cc1nc(Nc2ccc(Cl)c(Cl)c2)sc1C(/C=C/c1ccc2c(c1)OCO2)=NNc1ccc([N+](=O)[O-])cc1[N+](=O)[O-],10,-23,0.3,nt,-15,-16,nt,-3,1
CCOC(=O)CC1COCCN1C(=O)c1ccc2oc(Cc3ccccc3)nc2c1 (stereo unspecified),2,2,0.7,1,-5,5,-11,-2,1
COc1ccc(N2CCN(C(=O)C3=NNC(=O)CC3)CC2)cc1,3,6,0.0,-15,-8,-5,-12,-1,1

# High-throughput results: PubChem BioAssay, The Scripps Research Institute Molecular Screening Center

# The order is random. About 2.9% of those tested had a hit in this group.
